DT40 TDP1 no CPT – qHTS for Inhibitors of human tyrosyl-DNA phosphodiesterase 1 (TDP1): qHTS in cells in absence of CPT. DT40 Tdp1-/- hTDP1 cells, no CPT, ATP luminescence, 48 h. AID 686978, 2013. Potency, µM (top dose mostly 46.2 µM), without a hit: at the highest dose activity change, negative = growth inhibition, actives largely listed as inhibitors. 15% of 420,000 active; further: nearly all actives have a fitted effect of over 55% in size
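Chicken DT40 Tdp1-/- cells complemented with human TDP1, screened without camptothecin (DMSO vehicle only), 400 cells/well. Compounds pin-transferred, cells incubated at 37 °C for at least 48 hr. Growth read as ATP-dependent luminescence (CellTiter-Glo, 30 min at RT).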
TDP1 cell CPT – DT40-hTDP1 cell growth loss with CPT; chicken DT40 Tdp1-/-;hTDP1 cells + 20 nM CPT, ATP luminescence, 48 h; Potency, µM (highest dose often 46.2 µM), for inactives: at the top dose activity change, negative = growth inhibition, hits mostly inhibitors; 12% of 420,000 active; further: nearly all actives have a fitted effect of over 55% in size
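Cell growth measured by CellTiter-Glo luminescence after a minimum 48 h, 37 C compound exposure with 20 nM CPT in Tdp1-knockout DT40 cells stably expressing hTDP1, seeded 400/well; qHTS titration format.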
KAT2A inh – blocks human GCN5L2 histone acetyltransferase; Q92830; GCN5L2 HAT assay, ThioGlo1 CoA-SH fluorescence; Potency, µM (highest dose often 58.9 µM), for the others: at the highest dose activity change, negative = inhibition, actives largely listed as inhibitors; 0.21% of 390,000 active; AID 504327
Target sequence (Q92830 whole entry, looked up): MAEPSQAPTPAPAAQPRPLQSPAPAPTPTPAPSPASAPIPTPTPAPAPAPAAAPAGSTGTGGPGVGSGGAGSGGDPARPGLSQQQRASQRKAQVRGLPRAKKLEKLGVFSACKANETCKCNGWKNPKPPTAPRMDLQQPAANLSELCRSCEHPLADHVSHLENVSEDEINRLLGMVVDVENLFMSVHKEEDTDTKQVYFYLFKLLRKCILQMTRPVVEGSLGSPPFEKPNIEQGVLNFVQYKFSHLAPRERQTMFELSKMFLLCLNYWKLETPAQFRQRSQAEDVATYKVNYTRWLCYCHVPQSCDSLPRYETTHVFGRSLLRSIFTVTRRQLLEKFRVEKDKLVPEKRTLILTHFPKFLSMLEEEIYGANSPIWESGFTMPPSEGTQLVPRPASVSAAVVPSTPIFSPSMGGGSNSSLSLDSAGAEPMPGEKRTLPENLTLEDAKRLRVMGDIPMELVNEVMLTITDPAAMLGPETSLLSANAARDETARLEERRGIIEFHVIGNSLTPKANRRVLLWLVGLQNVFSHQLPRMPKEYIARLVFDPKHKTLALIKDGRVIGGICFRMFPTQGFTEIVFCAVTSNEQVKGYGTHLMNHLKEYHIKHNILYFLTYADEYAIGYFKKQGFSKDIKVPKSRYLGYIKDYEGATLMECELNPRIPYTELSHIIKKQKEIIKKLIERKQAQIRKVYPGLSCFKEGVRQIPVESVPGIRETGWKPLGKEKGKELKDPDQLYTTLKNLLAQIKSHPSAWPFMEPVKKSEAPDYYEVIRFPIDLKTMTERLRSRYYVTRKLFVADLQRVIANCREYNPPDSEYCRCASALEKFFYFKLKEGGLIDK
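GCN5L2 (20nM final) in 50mM HEPES, 0.1mM EDTA pH 7.5, 0.01% Tween-20 was preincubated 15 min at room temperature with compound, then given ThioGlo1 (50uM), H3(1-25) peptide (75uM) and acetyl-CoA (70uM); CoA-thiol fluorescence (Ex340/Em540) was read at 0 and 20 min.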
Numbers without * were called inactive; ? = inconclusive; nt = no result given; & = joins results of further samples; [ ] = another dose, or the depositor's remark. The call rests on the fitted dose curve; in most records, active means well fitted curve in the direction sought with a large enough effect; inconclusive means small, poorly fitted or top-dose-only effect, or another doubt; inactive means no such curve, though single readings can be large; an effect the other way counts as inactive or inconclusive. On the % scale 0 is the no-effect control and ±100 the full control effect; potency means the concentration at half of the fitted maximal effect.

SMILES | DT40 TDP1 no CPT | TDP1 cell CPT | KAT2A inh
Nc1nnc(SCc2ccc([N+](=O)[O-])cc2)s1 | -17.4% | 6.7% | -3.8%
COc1ccccc1OCCSc1nc2ccccc2n1CCC(=O)O | 11.5% | -3.2% | 0.6%
CSc1nc2ncncc2[nH]1 | -9.5% | -8.1% | nt
O=C(O)C(c1ccccc1)N1CCCCC1 (stereo not given) | -1.9% | -12.7% | 8.5%
CC(=O)N1CCc2cc(Br)cc(S(=O)(=O)NCc3ccc(Cl)cc3)c21 | -0.5% | 15.5% | -3.0%
COc1c(Cl)cc(Cl)cc1/C=N/n1cnnc1 | -11.0% | -10.3% | -1.3%
Cc1ccnc(NC(=O)CCC(=O)N(CC(=O)NCc2ccccc2)Cc2ccccc2)c1 | -25.7% | 10.9% | -1.7%
CCc1c(C)nc2ncnn2c1N1CCN(S(=O)(=O)c2ccc(OC)cc2)CC1 | 5.8µM* | 3.66µM* | -0.3%
COc1cc2c(cc1OC)C(Nc1ccc(S(N)(=O)=O)cc1)=NC(C)(C)C2 | -1.6% | ? | -1.8%
O=C(NCCc1ccccn1)c1n[nH]c(=O)c2ccccc12 | -4.5% | -6.0% | -8.5%
COc1cc(Cl)cc(CN2CCC(CCC(=O)NC3CC3)CC2)c1OC | -4.9% | -16.7% | 2.0%
COc1cccc(O)c1CN1CCC(Oc2ccc(C(=O)NCc3ccccn3)cc2)CC1 | 1.0% | -9.8% | -3.4%
CC1CCCC(NC(=O)CN2CCN(S(=O)(=O)c3ccc(Br)s3)CC2)C1C (stereo not given) | 18.4µM* | ? | -1.7%
C/C(=N\Nc1ccc(Cl)c(C(=O)O)c1)c1ccccn1 | 22.5% | 1.6% | -13.6%
NC(=O)c1ccc(Oc2ccc3ccc(=O)oc3c2)c([N+](=O)[O-])c1 | 4.9% | 0.3% | -3.7%
Cc1csc(=O)n1CCC(=O)OCC(=O)N(CC(C)C)c1c(N)n(Cc2ccccc2)c(=O)[nH]c1=O | -10.1% | 3.2% | 1.9%
COc1ccc(S(=O)(=O)N2CCCOC2CNC(=O)C(=O)NCc2ccco2)cc1C (stereo not given) | ? | ? | -7.6%
CCOC(=O)C1CCCN(C(=O)c2cccc(S(=O)(=O)N(C)c3c(C)n(C)n(-c4ccccc4)c3=O)c2)C1 (stereo not given) | -27.0% | -20.1% | 1.3%
Cc1cccc(OCC(=O)NCCCNC(=O)c2cnccn2)c1 | -8.7% | -22.9% | -0.4%
Cc1ccn2c(=O)nc(SCC(=O)N3CCC(Cc4ccccc4)CC3)nc2c1 | ? | ? | -14.8%
CC1(C)Cc2cccc(OCC(=O)OCC(=O)Nc3ccccc3)c2O1 | -5.8% | -15.4% | 0.2%
CCOC(=O)CN(C#N)c1nc(C)cc(C)n1 | ? | 1.1% | -4.1%
CC1=NNC(=O)C1CCC(=O)N/N=C(/C)c1ccc([N+](=O)[O-])cc1 (stereo not given) | 10.0% | 24.5% | -0.9%
O=C1CCC(C(=O)N(Cc2cccs2)C2(C(=O)NC3CCCCC3)CCCCC2)N1 (stereo not given) | ? | ? | 0.1%
C=CCc1cccc(/C=N/n2c(C)nnc2C)c1O | -1.8% | 5.4% | -19.2%
COc1ccc(CCNC(=O)CSc2nc(-c3ccc(OC)c(OC)c3)ccc2C#N)cc1 | ? | ? | 2.9%
O=C(CNCc1cccs1)NC12CC3CC(CC(C3)C1)C2 | -28.0% | -25.1% | -11.7%
CCOC(=O)c1ccc2[nH]c3c(c2c1)CCCCC3=O | ? | ? | 2.7%
CC(C(=O)Nc1ccc(C#N)cc1)N(C)Cc1cccs1 (stereo not given) | ? | ? | 0.5%
COc1ccccc1NC(=O)N1CCCC1C(=O)NCC1CCCO1 (stereo not given) | 34.7%[activator] | -7.5% | -4.2%
Cc1nc(SCC(=O)c2ccccc2)c([N+](=O)[O-])[nH]1 | -10.8% | -22.7% | -8.8%
CC(SCc1ccccc1)C(=O)Nc1ccc2c(c1)OCO2 (stereo not given) | ? | -21.8% | -1.7%
O=C(NCCCNC(=O)c1ccccn1)c1ccc(Cl)cc1 | 0.1% | -21.2% | 2.8%
O=C1CCCCN1CCC(=O)N1CCCC(N2CCN(c3cccc(Cl)c3)CC2)C1 (stereo not given) | -14.7% | -15.3% | -15.8%
O=C(CC1SC(N2CCCCC2)=NC1=O)Nc1ccc(C(=O)Nc2ccccc2)cc1 (stereo not given) | ? | -4.1% | 2.9%
COc1ccccc1-n1c(SC)nc2c(sc(=S)n2-c2ccccc2)c1=O | -18.9% | 3.1% | 0.7%
C=CCN(CC=C)C(=O)c1ccc(OC2CCN(S(=O)(=O)N(C)C)CC2)cc1 | ? | 3.1% | 1.5%
COc1ccc(Cc2nc3ccc(C(=O)NCC4CCOCC4)cc3o2)cc1OC | ? | ? | -9.7%
COc1ccccc1N(CC(=O)N/N=C(\C)c1ccccc1O)S(=O)(=O)c1ccc(C)cc1 | 1.64µM* | -94.3% | -7.7%
CCOc1ccccc1C(=O)Nc1ccc(C(=O)c2ccccc2)cc1 | ? | 23.1µM* | -1.8%

Exported in markdown: six of the compounds above.
| mol | DT40 TDP1 no CPT | TDP1 cell CPT | KAT2A inh |
| --- | --- | --- | --- |
| O=C(CC1SC(N2CCCCC2)=NC1=O)Nc1ccc(C(=O)Nc2ccccc2)cc1 (stereo not given) | ? | -4.1% | 2.9% |
| COc1ccccc1-n1c(SC)nc2c(sc(=S)n2-c2ccccc2)c1=O | -18.9% | 3.1% | 0.7% |
| C=CCN(CC=C)C(=O)c1ccc(OC2CCN(S(=O)(=O)N(C)C)CC2)cc1 | ? | 3.1% | 1.5% |
| COc1ccc(Cc2nc3ccc(C(=O)NCC4CCOCC4)cc3o2)cc1OC | ? | ? | -9.7% |
| COc1ccccc1N(CC(=O)N/N=C(\C)c1ccccc1O)S(=O)(=O)c1ccc(C)cc1 | 1.64µM* | -94.3% | -7.7% |
| CCOc1ccccc1C(=O)Nc1ccc(C(=O)c2ccccc2)cc1 | ? | 23.1µM* | -1.8% |

The results go on:
SMILES | DT40 TDP1 no CPT | TDP1 cell CPT | KAT2A inh
CC(=O)Nc1ccc(N2C(=O)CSC2c2cccc([N+](=O)[O-])c2)cc1 (stereo not given) | -14.0% | 13.0% | -8.6%
CCNC(=O)C1(C)CCCN(Cc2csc(-c3ccccc3)n2)C1 (stereo not given) | ? | ? | nt
N#Cc1ccc(NC(=O)CN2CCN(c3ccccn3)CC2)cc1 | 2.5% | -1.4% | -2.0%
CCCCN(CC)CCNC(=O)C1CCCN(S(=O)(=O)c2cccc3nsnc23)C1 (stereo not given) | -20.0%&-21.6% | -28.0%&-0.9% | -5.2%&-1.4%
Cn1c(/C=C/c2ccccc2[N+](=O)[O-])nc2ccccc2c1=O | ? | ? | -3.3%
Cc1ccccc1S(=O)(=O)N(C)C[C@@H]1OCc2cn(nn2)CCCC(=O)N([C@H](C)CO)C[C@H]1C | -6.5% | -4.7% | nt
O=C(COC(=O)c1ccc(CSc2ccc(Cl)cc2)cc1)Nc1ccccc1 | -15.1% | -8.1% | -7.8%
CCn1c(SCC(=O)c2cc(C)n(-c3ccc(C(=O)OC)cc3)c2C)nnc1-c1cccnc1 | ? | ? | -20.0%
Cc1ccc(C)c(NC(=S)NNC(=O)c2csc3c2CCCC3)c1 | -21.9% | -23.6% | 3.8%
CN1C=CC(=O)[C@@H](O)[C@H]1c1ccccc1Br | 11.0% | 12.3% | nt

Two entries picked at random from those above:
SMILES | DT40 TDP1 no CPT | TDP1 cell CPT | KAT2A inh
CCOc1ccccc1C(=O)Nc1ccc(C(=O)c2ccccc2)cc1 | ? | 23.1µM* | -1.8%
COc1ccccc1N(CC(=O)N/N=C(\C)c1ccccc1O)S(=O)(=O)c1ccc(C)cc1 | 1.64µM* | -94.3% | -7.7%

The list continues:
SMILES | DT40 TDP1 no CPT | TDP1 cell CPT | KAT2A inh
C[C@@H]1NC(=O)c2cc([N+](=O)[O-])cc(I)c2NCCCC[C@@H](C(N)=O)NC(=O)[C@H](CCC(=O)O)NC1=O | -17.8% | 0.3% | -6.3%
COC(=O)CCCNS(=O)(=O)c1ccc2ccccc2c1 | -25.0% | -25.3% | -3.6%
COC(=O)c1ccccc1NC(=O)Cn1cnc2c1c(=O)n(C)c(=O)n2C | -18.7% | -1.6% | nt
CCN(CC)C(=O)Cn1cc(SCC(=O)NC2CCCCC2)c2ccccc21 | -21.0% | -22.7% | nt
CC1CCCN(CCCNC(=O)c2ccc(N3CCCC3=O)cc2)C1 (stereo not given) | 5.5% | 12.4% | -5.2%
COCc1ccccc1C1=CC(=O)C[C@H](c2ccc(F)cc2)C1 | -25.9% | -7.5% | -0.3%
CN(C)c1cccc2c1c(NC(=O)Nc1ccc(F)cc1F)nn2C | ? | ? | -2.1%
Cn1cnnc1SCC(=O)c1cc2ccccc2oc1=O | -16.9% | -22.5% | -3.3%
CCOc1ccccc1NC(=O)Cn1nnc(C(=O)NCc2ccco2)c1N | 0.0231µM* | 0.0092µM* | ?
Cc1ccccc1N1C(=O)Cc2ccccc2C1=O | ? | ? | ?
COc1cc(C(c2nnnn2C2CCCC2)N2CCc3ccccc3C2)ccc1O (stereo not given) | 11.6µM* | ? | 2.1%
COc1cc2c(cc1OC)C(c1cc(-c3cc(Cl)ccc3Cl)oc1C)=NCC2 | 1µM* | 1.26µM* | nt
Cc1cc(N2C(=O)c3ccccc3C2=O)n(C)n1 | -12.2% | -6.4% | -0.5%
COc1cc(/C=C2\Oc3cc(O)ccc3C2=O)ccc1O | ? | -25.2% | ?
CCOc1ccccc1CNC(=O)Cn1nc(N2CCN(c3ccccc3)CC2)ccc1=O | 20.6µM* | 20.6µM* | -18.0%
CC(=O)N1c2ccc(S(=O)(=O)N3CCC(C(=O)N4CCCC(C)C4)CC3)cc2CC1C (stereo not given) | ? | 20.6µM* | -1.3%
O=C(Nc1cccc(-c2nnn(CC(=O)N3CCc4ccccc4C3)n2)c1)C1CCC1 | -18.0% | -22.0% | -9.6%
Cc1nc(NCCCO)c(C#N)c2c1COC(C)(C)C2 | -3.0% | 10.2% | -7.5%
S=C(NCc1ccc(Cl)c(Cl)c1)Nc1ccc2c(c1)OCO2 | -24.6% | 0.6% | 2.3%
O=C(OC(C(=O)NC1CCCC1)c1ccc(F)cc1)c1ccno1 (stereo not given) | -10.5% | ? | 0.0%
Cc1ccc(OCc2cc(C(=O)N3CCN(C4CCCC4)CC3)no2)cc1C | -24.5% | -24.5% | -3.1%
CCc1cccc(OCC(=O)Nc2ccccc2N2CCCC2)c1 | ? | ? | -4.4%
COc1ccc(CCNC(=O)CCNC(=O)c2ccc(Cl)cc2)cc1OC | -7.8% | 4.9% | -1.2%
CCOC(=O)C(Cc1c(F)cccc1Cl)c1ccno1 (stereo not given) | 13.7% | 1.8% | -3.7%
O=C(C1=C(Nc2ccccc2)c2ccccc2S(=O)(=O)N1)c1ccccc1 | ? | ? | -9.2%
C/C(=C\c1ccccc1)C(=O)Nc1ccc(Cl)cn1 | -13.2% | -15.8% | -3.9%
O=C(CN1C(=O)NC(c2ccccc2)(c2ccccc2)C1=O)N1CCOCC1 | 18.0% | 6.4% | -11.8%
COc1ccc(CCNC(=O)C(=O)NCC(c2ccco2)S(=O)(=O)c2ccc(C)cc2)cc1 (stereo not given) | -29.0% | -22.7% | 0.0%
CC(=O)OCC1OC(n2cc(F)c(=O)[nH]c2=O)C(OC(C)=O)C1OC(C)=O (stereo not given) | 5.17µM* | 8.2µM* | nt
COc1cccc(-n2c(SC)nnc2C2CCN(Cc3nc4ccccc4s3)CC2)c1 | ? | 2.5%[9.04 µM] | nt
CC(C)NC(=O)Cc1ccc(Br)cc1 | -12.5% | -25.9% | nt
COc1cccc(NC(=O)c2ncn[nH]2)c1 | -10.1% | 2.8% | -1.1%
O=C(NNc1c(Cl)cc(Cl)cc1Cl)c1n[nH]c(=O)c2ccccc12 | -21.7% | -23.8% | -4.6%
Cn1cccc1/C=C1\SC(=Nc2ccc(O)cc2)NC1=O | 0.0231µM* | 0.0411µM* | -1.2%
O=C(NCCN1CCc2ccccc2C1)C1CCN(S(=O)(=O)N2CCC3(CC2)OCCO3)CC1 | 4.3% | -6.6% | ?
COc1ccccc1C(=O)NNC(=O)c1ccc(NC(=O)CC(C)C)cc1 | -3.0% | -4.3% | -1.4%
O=C1NC(=O)c2cc(Oc3ccc([N+](=O)[O-])cc3)ccc21 | -3.0% | -4.3% | -10.1%
CSc1nc(N(C)NC(=O)c2ccc(Cl)cc2)c2ccccc2n1 | 0.326µM* | 0.259µM* | -0.5%
NC(=O)c1ccc(NC(=O)CNC(=O)c2sc3ccccc3c2Cl)cc1 | -9.6% | -22.3% | -9.9%
CCOC(=O)c1c(C)[nH]c(C)c1S(=O)(=O)NCCCN1CCOCC1 | 12.6% | 3.7% | -3.0%
Cc1ccc(NC(=O)c2ocnc2C)cc1Cl | -16.3% | -10.5% | -2.7%

Screens from PubChem.
